Bioassay records: PubChem BioAssay, National Center for Advancing Translational Sciences (NCATS)
EPAC2 agonist = EPAC2 (human) agonism; EPAC2 activation, biochemical qHTS; response scale: 100% = 6.5 mM cAMP response; Q8WZA2; actives 0.079% (n = 360,000); AID 720711; Potency, µM (series often up to 154 µM), for the others: at the highest dose activation, hits mostly activators; note: potency is the fitted concentration of half-maximal effect; nearly all actives have a fitted effect of over 50% in size
Target sequence (Q8WZA2 whole entry, looked up): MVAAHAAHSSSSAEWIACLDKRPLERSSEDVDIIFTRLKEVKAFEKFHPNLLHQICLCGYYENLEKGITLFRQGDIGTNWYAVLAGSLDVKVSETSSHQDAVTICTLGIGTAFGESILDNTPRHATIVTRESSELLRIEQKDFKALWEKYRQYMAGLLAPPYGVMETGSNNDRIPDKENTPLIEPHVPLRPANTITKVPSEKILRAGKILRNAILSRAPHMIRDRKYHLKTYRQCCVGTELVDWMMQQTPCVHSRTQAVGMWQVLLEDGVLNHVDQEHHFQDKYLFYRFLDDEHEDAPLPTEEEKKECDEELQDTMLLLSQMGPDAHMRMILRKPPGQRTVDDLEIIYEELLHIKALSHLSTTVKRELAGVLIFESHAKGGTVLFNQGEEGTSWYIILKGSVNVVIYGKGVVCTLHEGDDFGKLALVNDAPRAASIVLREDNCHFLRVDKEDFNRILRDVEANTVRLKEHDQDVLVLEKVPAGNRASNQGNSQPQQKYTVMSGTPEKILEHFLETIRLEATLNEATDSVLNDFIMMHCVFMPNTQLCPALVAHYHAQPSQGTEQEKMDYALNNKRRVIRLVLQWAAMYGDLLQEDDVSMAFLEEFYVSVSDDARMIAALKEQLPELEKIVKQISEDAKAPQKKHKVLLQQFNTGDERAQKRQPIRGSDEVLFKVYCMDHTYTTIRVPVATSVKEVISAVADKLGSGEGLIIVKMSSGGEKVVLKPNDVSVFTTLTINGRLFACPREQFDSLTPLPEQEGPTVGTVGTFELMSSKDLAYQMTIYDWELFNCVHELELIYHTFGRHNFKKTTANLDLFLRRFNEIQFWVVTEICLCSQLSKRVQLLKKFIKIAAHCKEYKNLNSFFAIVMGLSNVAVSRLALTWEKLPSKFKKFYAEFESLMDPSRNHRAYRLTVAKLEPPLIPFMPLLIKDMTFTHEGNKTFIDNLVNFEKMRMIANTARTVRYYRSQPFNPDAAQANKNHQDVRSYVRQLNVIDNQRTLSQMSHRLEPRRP
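Compounds were titrated in qHTS against a Rap1B-BODIPY-GDP (250 nM) complex with EPAC2 (100 nM) and GDP (50 uM). BODIPY-GDP release tracked at 480/540 nm over 30 min at room temperature, normalized to 6.5 mM cAMP.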
Abeta rescue = restores growth of yeast expressing A-beta42 peptide; yeast expressing A-beta42, growth rescue, OD600, 48 h; response scale: 0% DMSO, 100% iron-clioquinol control; Potency, µM (doses to about 46.1 µM), for inactives: at the highest dose growth rescue, hits mostly activators; actives 0.063% (n = 410,000); AID 1347071; note: potency is the fitted concentration of half-maximal effect; nearly all actives have a fitted effect of over 55% in size
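Yeast growth medium received pinned compounds, then yeast cells expressing toxic A-beta were added; plates incubated at 30 C for 48 hr. Growth read as absorbance at 600 nm, normalized to DMSO and equimolar FeCl3 plus clioquinol controls.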
DRD3 agonist = D3 dopamine receptor (human) agonism; max activation, %; actives 0.58% (n = 410,000); AID 652048; P35462; D3R DiscoveRx beta-arrestin cells, luminescence, 90 min; in the data active = max activation above about 30%; note: 0% is about no effect; mostly tested at two doses, the higher about 12 µM
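Agonist-mode cell screen: cells plated at 1500/well and incubated overnight at 37 °C, then exposed to library compounds for 90 min at 37 °C. Detection reagent was added for 30–60 min at room temperature, and luminescence was read.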
EPAC2 antag = blocks human EPAC2 exchange factor; EPAC2 GEF exchange of Rap1B-BODIPY-GDP, fluorescence; Potency, µM (highest dose often 114 µM), for inactives: at the highest dose activity, negative = inhibition, hits mostly inhibitors; actives 0.18% (n = 360,000); note: potency is the fitted concentration of half-maximal effect; % is set by controls: 0 for no effect and ±100 for the full control effect; nearly all actives have a fitted effect of over 45% in size; many of its hits are not listed in these tables
TDP-43 yeast inh = TDP-43 toxicity inhibition in yeast | TDP-43 expressing yeast growth rescue, BacTiter-Glo, 24 h | Potency, µM (titrated, usually from 46.1 µM), inactives show at the highest dose growth rescue (activation), hits mostly activators | actives 1.8% (n = 410,000) | AID 652104; note: potency is the fitted concentration of half-maximal effect; % of control where 0% means no effect; nearly all actives have a fitted effect of over 50% in size
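Growth rescue of TDP-43-toxic yeast measured as ATP luminescence (BacTiter-Glo). Cells grown to mid-log in raffinose, induced in galactose at OD600=0.02, exposed to compound 24 hr at 30 deg C.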
DRD3 antagonist = D3 dopamine receptor (human) antagonism | actives 2.5% (n = 360,000) | max response, negative = inhibition, % | D3R cells, DiscoveRx beta-arrestin luminescence, antagonist mode; stronger effect = lower value | P35462; in the data active = max response below about -50%; inconclusive = no clear call, values can overlap the other calls; note: % is set by controls: 0 for no effect and ±100 for the full control effect; mostly tested at two doses, the higher about 12 µM
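Cells plated overnight at 1500 cells/well, then exposed to library compounds with dopamine controls for 90 minutes at 37 degrees C. DiscoveRx reagent added for 30–60 minutes at room temperature; luminescence read, quantitative HTS format.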
aSyn rescue = rescues yeast growth from alpha-synuclein toxicity; Yeast expressing alpha-synuclein, growth rescue, BacTiter-Glo, 24 h; Potency, µM (top dose mostly 46.1 µM), for inactives: at the top dose growth rescue (activation), actives largely listed as activators; actives 0.14% (n = 370,000); note: potency is the fitted concentration of half-maximal effect; % of control where 0% means no effect; nearly all actives have a fitted effect of over 65% in size
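Readout is rescue of growth in alpha-synuclein-expressing yeast, so inhibitors of toxicity appear as activators. Growth after 24 hr at 30 deg C in galactose medium is quantified by luminescence.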
FUS yeast rescue = rescues growth of FUS-expressing yeast. S. cerevisiae FUS-expressing, growth rescue, OD600, 24 h. AID 1347120. Potency, µM (doses to about 76.6 µM), inactives show at the highest dose growth rescue (activation), most hits filed as activators. actives 0.24% (n = 390,000);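 note: potency is the fitted concentration of half-maximal effect; plate controls were DMSO vehicle for no effect and reference control for full effect; nearly all actives have a fitted effect of over 55% in size; some results filed as inactive show a strong effect at the top dose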
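Steps: raffinose overnight preculture; dilution to OD 0.005 in 2% galactose minimal medium; compound addition (concentration series); 24hr at 30C, 99% humidity; absorbance read at 600 nm.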
* = called active by the depositor; ? = inconclusive; / = not tested or not shown; [ ] = another dose, or the depositor's remark. Unless noted, calls come from the whole dose curve; as a rule, active = well fitted curve in the direction sought with a large enough effect; inconclusive = small, poorly fitted or top-dose-only effect, or another doubt; inactive = no such curve, though single readings can be large; an effect the other way counts as inactive or inconclusive. A portion of the library; rates above refer to the full screens.

SMILES | EPAC2 agonist | Abeta rescue | DRD3 agonist | EPAC2 antag | TDP-43 yeast inh | DRD3 antagonist | aSyn rescue | FUS yeast rescue
Cc1ccccc1Nc1nnc(SCC(=O)NC(=O)NCc2ccco2)s1 | 1% | 9% | -2 | 1% | 0% | 2 | 1% | ?
CCCNC(=S)Nc1cc2oc3ccccc3c2cc1OC | 20% | ? | -5 | 8% | 26% | 1 | -6% | 23%
COc1ccc(C(=O)NCC(=O)NCC(=O)OCc2ccc(Cl)cc2)cc1 | 5% | -7% | -5 | -7% | 15% | -10 | -2% | -22%
O=S(=O)(c1ccc(F)cc1)N1CC=C(c2ccccc2)CC1 | 12% | -9% | 2 | -7% | -1% | -7 | 0% | 10%
CC(=O)c1cccc(NC(=O)[C@@H](NC(N)=O)C(C)C)c1 | -7% | 6% | 5 | 6% | 0% | 4 | 3% | 4%
Cc1ccc(SCCNC(=O)/C=C/c2cccc([N+](=O)[O-])c2)cc1 | 17% | 10% | -8 | -7% | -13% | -10 | 2% | 25%
CCc1ccc(NCc2cc3cc4c(cc3n(CC(=O)Nc3ccc(OC)cc3)c2=O)OCO4)cc1 | / | -7% | 2 | / | 3% | / | / | ?
Cc1ccc(C)c(NC(=O)COC(=O)CC2CC3CCC2C3)c1 (stereo unspecified) | 7% | -6% | 0 | -20% | -25% | -19 | 1% | 0%
CN(Cc1ccccc1)c1nc(-c2ccc([N+](=O)[O-])cc2)nc2ccccc12 | 7% | 3% | 3 | 4% | -1% | -54* | -9% | -11%
Cc1cc(C(=O)NNC(=S)NCC2CCCO2)cs1 (stereo unspecified) | -2% | 5% | 7 | -4% | -14% | 10 | 2% | 5%
O=C(CCCCCN1C(=O)c2ccccc2C1=O)Nc1cccc(O)c1 | 5% | 6% | 17 | -1% | 16% | 7 | -6% | 19%
NC(=O)CN1CCN(c2cccc(Cl)c2)CC1 | 2% | -12% | 7 | 1% | -3% | 1 | 20% | -4%
Cc1ccccc1CN1C(=O)C(O)(CC(=O)c2ccccc2)c2cc(Cl)ccc21 (stereo unspecified) | / | -8% | -9 | / | 15% | / | / | -9%
O=C(CSc1ccccn1)c1ccc2c(c1)OCO2 | 4% | 0% | -2 | 10% | 2% | -6 | 1% | 17%
O=C(Cn1c(=O)oc2ccccc21)NCCc1ccccc1Cl | -1% | ? | -7 | 3% | -5% | -18 | 2% | -5%
O=C(OCC(=O)N(CCc1ccccc1)Cc1ccccc1)c1cc(S(=O)(=O)N2CCOCC2)ccc1F | 1% | 11% | 6 | -12% | 15% | -3 | 5% | 32%
COc1ccc(NC(=O)NNC(=O)CCc2ccc(O)c(O)c2)cc1OC | 8% | 5% | 51* | 4% | 8% | -3 | -2% | -5%
CC(C)S(=O)(=O)C/C(N)=N/OC(=O)c1cc(Cl)cc(Cl)c1 | 5% | -8% | 14 | 0% | 2% | 9 | -4% | -15%
O=[N+]([O-])c1ccccc1CNc1ccc(F)c(Cl)c1 | 22% | 7% | -6 | -3% | 18µM* | -16 | -11% | 0%
Cc1cc(C)cc(CC(=O)N2CCC2(C)C(=O)NS(=O)(=O)c2ccc(Cl)s2)c1 (stereo unspecified) | 2% | -6% | 4 | -4% | 21% | 4 | 5% | -13%
CC(=O)Nc1ccc(OCc2cc(=O)n3ccccc3n2)cc1 | / | -7% | -10 | / | 17% | / | / | -8%
C=CCN1C(=O)SC(Cc2cccc(OC)c2O)C1=O (stereo unspecified) | -1% | 10% | -8 | 2% | -4% | 1 | -6% | 1%
CCC(C)CN1C(=O)CSCC1(C)C(=O)NCc1ccccc1 (stereo unspecified) | 3% | 0% | 0 | -3% | 4% | 7 | 0% | -5%
CCCn1c(=S)[nH]c2cc(C(=O)N3CCN(C4CCCCC4)CC3)ccc2c1=O | -5% | -6% | -4 | 11% | -11% | 15 | 0% | -9%
CC(C)N(C(=O)COC(=O)c1ccccc1C(=O)N1CCN(c2ccc(F)cc2)CC1)C(C)C | 7% | -3% | 6 | 6% | -27% | 17 | 2% | 32%
CCOc1ccc(NC(=O)c2ccc(F)c(S(=O)(=O)NCc3ccc4c(c3)OCO4)c2)cc1 | / | 5% | 9 | / | 14% | / | / | 7%
COCC(C)n1c(C)cc(C(=O)CN2C(=O)NC(Cc3c[nH]c4ccccc34)C2=O)c1C (stereo unspecified) | 3% | 7% | -7 | -2% | 0% | 10 | 0% | 4%
CC(Sc1ccccc1)C(=O)NNC(=O)c1csc(N2CCOCC2)n1 (stereo unspecified) | 1% | -2% | -5 | 11% | 5% | -4 | -3% | 14%
C=CCN1C(=O)/C(=C\c2ccc(Cl)cc2)N=C1SCC(=O)NCCC | 10% | -5% | -10 | -6% | 1% | -24 | 1% | -11%
O=C(CN1CCN(c2ccccn2)CC1)Nc1ccccc1F | 6% | 2% | 11 | 8% | 7% | 8 | -7% | -7%
CN(CCO)c1cnccn1 | -1% | -15% | 3 | -5% | -1% | 4 | -11% | -6%
CCOc1ccc(S(=O)(=O)N2CCOCC2)cc1NC(=O)CSC(=S)N1CCCC1 | 8% | -1% | -19 | 11% | 11% | -3 | -2% | -3%
CN(C)S(=O)(=O)N1CCC(Oc2ccc(C(=O)N3CCCCCCC3)cc2)CC1 | -7% | 36% | 4 | 2% | 4% | 14 | 3% | 14%
CCn1c(=O)c(C(=O)NCc2ccc(Cl)cc2)c(O)c2ccccc21 | 5% | -4% | 21 | -5% | 10% | 21 | 9% | -42%
CCn1c(SCC(=O)NCc2ccc3c(c2)OCO3)nnc1-c1cccs1 | -1% | -5% | -12 | 4% | -18% | -22 | -2% | -7%
Cc1[nH]c2ccc(C(=O)Nc3ccc(F)cc3)cc2c1C | / | -10% | -18 | / | 25% | / | / | 12%
Cc1ccc(C)c(NC(=O)c2ccccc2O)c1 | 9% | -37% | -5 | 14% | -41%[inhibitor] | 0 | 0% | ?
CCN=C1SC(C(=O)Nc2cc(Cl)cc(Cl)c2)CC(=O)N1CC (stereo unspecified) | -2% | -10% | 6 | 1% | 9% | 8 | 2% | -21%
COCC1CCN(C(=O)c2cc(COc3ccccc3SC)on2)C1 (stereo unspecified) | 6% | -7% | 0 | 2% | 29% | -4 | 1% | 43%
CNCc1ccccc1OCc1ccccc1F | -1% | 3% | 2 | 20% | 10% | 7 | 1% | -14%

4 compounds drawn at random from the list so far, as already listed:
SMILES | EPAC2 agonist | Abeta rescue | DRD3 agonist | EPAC2 antag | TDP-43 yeast inh | DRD3 antagonist | aSyn rescue | FUS yeast rescue
CCOc1ccc(S(=O)(=O)N2CCOCC2)cc1NC(=O)CSC(=S)N1CCCC1 | 8% | -1% | -19 | 11% | 11% | -3 | -2% | -3%
COCC1CCN(C(=O)c2cc(COc3ccccc3SC)on2)C1 (stereo unspecified) | 6% | -7% | 0 | 2% | 29% | -4 | 1% | 43%
CCn1c(=O)c(C(=O)NCc2ccc(Cl)cc2)c(O)c2ccccc21 | 5% | -4% | 21 | -5% | 10% | 21 | 9% | -42%
CCN=C1SC(C(=O)Nc2cc(Cl)cc(Cl)c2)CC(=O)N1CC (stereo unspecified) | -2% | -10% | 6 | 1% | 9% | 8 | 2% | -21%

New compounds follow:
SMILES | EPAC2 agonist | Abeta rescue | DRD3 agonist | EPAC2 antag | TDP-43 yeast inh | DRD3 antagonist | aSyn rescue | FUS yeast rescue
COc1ccc([C@H]2CC(=O)C[C@@H](CCn3ccnn3)O2)cc1 | 7% | -14% | -1 | -6% | 6% | 18 | ? | -6%
COc1ccc(CNC(=O)CC2(CC(=O)O)CCCCC2)cc1 | -10% | -4% | -2 | 4% | 2% | 0 | -4% | -17%
Cc1cc(C)c(S(=O)(=O)NCc2ccccn2)c(C)c1 | -5% | -10% | -4 | ? | 11% | 1 | 8% | -1%
Cc1ccc2nc(Nc3nc(C)cc(C(F)(F)F)n3)nc(C)c2c1 | -6% | 9% | 1 | -16% | -5% | 9 | -6% | 2%
Cc1cccc(C2C=C(c3ccc(C)c(C)c3)Nc3nnnn32)c1 (stereo unspecified) | / | -6% | -16 | / | -4% | / | / | 3%
CC1CCN(c2nc(Cl)nc(Nc3ccc([N+](=O)[O-])cc3)n2)CC1 | -2% | -6% | 1 | -8% | 20µM* | 6 | 8% | /
CCc1cccc(NC(=O)CN(C)S(=O)(=O)c2cccc3nsnc23)c1 | 3% | 4% | -4 | 3% | 18% | 11 | -1% | 11%
Cc1ccc(S(=O)(=O)Nc2ccc3c(c2)CCC3)cc1C | 5% | 13% | 1 | -2% | 15% | -13 | 0% | 6%
C=CCNC(=O)N[C@@H](Cc1ccccc1)C(=O)OC | 3% | -22% | 14 | 4% | 2% | 10 | 0% | -13%
CN(C)S(=O)(=O)c1ccc(C(=O)NC(=O)CSc2ccccc2)cc1 | -4% | 9% | 3 | 10% | 8% | 9 | -1% | -6%
O=C(NC1CCCC1)C(Cc1ccccc1)n1cccc1 (stereo unspecified) | 7% | 7% | -5 | 19% | 16% | -17 | 0% | -36%
Cc1ccc(NC(=O)C(Cc2ccccc2)n2cccc2)c(C)c1 (stereo unspecified) | / | 0% | 11 | / | 29% | / | / | 19%
Cc1cc(C)n(-c2ccn(Cc3ccc(Cl)cc3Cl)c(=O)n2)n1 | 7% | -2% | -3 | 0% | ? | -2 | 15% | ?
CS(=O)(=O)N(CC(=O)Nc1ccccc1C(=O)N1CCOCC1)c1ccc(Cl)cc1 | 4% | 3% | 1 | 5% | 3% | -5 | 0% | -15%
Cc1cc(OC(=O)c2cccc(F)c2)c([N+](=O)[O-])c(=O)[nH]1 | -3% | / | -6 | -6% | 6% | 4 | 11% | -16%
O=C(NCCCc1ccccc1)c1ccc(CS(=O)Cc2ccc(Cl)cc2)o1 (stereo unspecified) | 11% | 1% | -3 | 5% | 12% | -20 | -2% | -5%
Cc1cccc(C)c1N1C(=O)CC(N2CCN(S(=O)(=O)c3ccccc3F)CC2)C1=O (stereo unspecified) | 0% | 7% | -1 | 4% | 20% | 1 | 1% | 45%
CCc1ccc(C2CC(=O)Oc3c2c(=O)n(C)c2ccccc32)cc1 (stereo unspecified) | / | -13% | -6 | / | 9% | / | / | 16%
N#C/C(=C\c1cn(Cc2ccc(C#N)cc2)c2ccccc12)C(=O)NCc1cccs1 | 79µM* | 16% | 5 | 20% | 6% | 8 | -11% | 1%
COc1ccc(OC)c(NC(=O)CSc2nc(C)cs2)c1 | 14% | 11% | 0 | -1% | 10% | -8 | -8% | -3%
